High-throughput results (PubChem BioAssay)
DYRK1A inh – inhibitors of rat Dyrk1A kinase; inhibition, % at 12.5 µM; actives 0.43% (n = 310,000); Q63470; ADP-Glo luminescence, NFATc1 peptide; in the data active = inhibition above about 50%;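 also: plate controls were vehicle with enzyme for no effect and no enzyme for full effect; many of its hits are not listed in these tables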
GSK3beta inhib – human GSK3beta kinase inhibition. P49841. GST-GSK3beta kinase, ADP-Glo luminescence, 60 min; hits give low values. activity score (negative = inhibition), % at 10 µM. AID 2097. actives 0.038% (n = 300,000);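 active = more than half of replicate wells score below -50%, meaning over 50% inhibition versus plate controls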;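 also: 0% = median DMSO wells and -100% = median GW8510 positive control wells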
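Assay system: GST-fused GSK3beta enzyme, cell-free / Medium: Tris pH 7.5 buffer with MgCl2, DTT, BSA, heparin / Also added: peptide substrate plus 25 µM ATP (final) / Compound: 10 µM single point / Timing: kinase reaction with compound 60 min at room temperature / Detection: ADP-Glo luminescence / Benchmarks: DMSO neutral wells and GW8510 at 20 µM as positive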
GSK3 alpha inh – human GSK-3 alpha kinase inhibition | ADP-Glo luminescence, 60 min | AID 2650 | P49840 | inhibition, % at 10 µM | actives 0.1% (n = 320,000);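 in the data active = inhibition above about 50%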;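 also: GST-tagged GSK-3 alpha with peptide substrate and 25 µM ATP; 0% = DMSO neutral wells and 100% = GW8510 positive control wells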
Target sequence (P49840 whole entry, looked up): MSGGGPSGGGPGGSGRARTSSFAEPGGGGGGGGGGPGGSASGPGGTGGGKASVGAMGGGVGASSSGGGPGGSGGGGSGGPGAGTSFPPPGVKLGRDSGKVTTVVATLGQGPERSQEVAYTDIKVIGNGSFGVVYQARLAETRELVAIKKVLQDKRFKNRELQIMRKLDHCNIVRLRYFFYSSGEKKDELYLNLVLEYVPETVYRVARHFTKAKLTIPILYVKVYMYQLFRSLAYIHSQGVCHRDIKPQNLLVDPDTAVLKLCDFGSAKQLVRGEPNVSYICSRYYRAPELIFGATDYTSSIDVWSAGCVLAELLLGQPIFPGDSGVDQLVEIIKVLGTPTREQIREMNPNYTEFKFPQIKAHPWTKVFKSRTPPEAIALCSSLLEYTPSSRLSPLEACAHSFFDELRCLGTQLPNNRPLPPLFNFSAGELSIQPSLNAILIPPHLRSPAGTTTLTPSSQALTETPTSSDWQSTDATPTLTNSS
RGS4 block – human RGS4 inhibition. P49798. HEK293 M3R/RGS4 inducible, Fluo-4 calcium flux; hits give high values; triggered by carbachol at its EC20. B-score at 10 µM. actives 0.45% (n = 310,000);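 active = B-score, a plate-corrected calcium signal, over three deviations above library mean, with baseline fluorescence within five deviations of library mean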;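 also: RGS4 expression induced by doxycycline in cells with stable M3 receptor; B-score is computed from the integrated fluorescence ratio over baseline after carbachol; higher B-score means a larger calcium signal and so more RGS4 inhibition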
Target sequence (P49798 whole entry, looked up): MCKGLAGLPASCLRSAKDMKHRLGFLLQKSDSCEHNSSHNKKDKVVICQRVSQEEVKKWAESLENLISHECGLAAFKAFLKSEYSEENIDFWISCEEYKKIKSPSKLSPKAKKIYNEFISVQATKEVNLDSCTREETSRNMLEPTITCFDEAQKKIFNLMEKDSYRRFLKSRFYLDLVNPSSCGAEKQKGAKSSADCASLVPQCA
PolyA inhibitor – blocks polyadenylation in yeast reporter cells. S. cerevisiae SKY197-pL101 polyadenylation reporter, beta-gal luminescence; efflux-impaired pdr1/pdr3 knockout yeast; score 100 = 6 SD above DMSO. calls only at 12 µM. actives 0.02% (n = 300,000);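 active = lowest replicate activity score at least 50, where 100 means six control SD above control mean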;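 also: yeast exposed to compound for 9 h at 30 °C; higher score means more reporter readthrough which indicates perturbed polyadenylation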
hERG protect – shields human hERG channel from block by proarrhythmic agents. Q12809. CHO-hERG, FluxOR thallium flux, dofetilide IC70 present. activation (rescue from dofetilide block), less the hit threshold, % at 10 µM. actives 0.51% (n = 310,000). AID 1511;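 active = activation above the mean of controls blocked by dofetilide plus 5 SD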;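 also: thallium influx through hERG after potassium depolarization seen as dye fluorescence rise; in these data hits start at about 4.7%; inactives centre near -7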
RGS4 pot – RGS4 potentiation or activation. actives 0.92% (n = 310,000). AID 463111. HEK293 M3R/inducible RGS4, carbachol calcium flux Fluo4; hits give low values. B-score at 10 µM;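 active = B-score of the integrated calcium signal more than 4 SD below the library mean, with starting fluorescence not abnormally high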;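 also: negative B-score means reduced calcium response which marks RGS4 activation or potentiation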
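Assay system: HEK293 FlpIn-TREx cells, stable M3R, doxycycline-inducible RGS4 / Probe or stimulus: carbachol, ECmax concentration / Times: overnight RGS4 induction, 30 min dye load 37 °C, 20 min compound RT / Signal: kinetic calcium fluorescence imaging with Fluo4-AM dye, 2 µM / Measure: Agonist-evoked peak-minus-minimum fluorescence over baseline, integrated ratio, B score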
KCNK9 inh – blocks the human KCNK9 two-pore domain potassium channel; actives 1.2% (n = 310,000); B-score at 10 µM; HEK293 KCNK9, FluxOR thallium flux fluorescence; hits give low values; AID 488922; Q9NPC2;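 active = ratio B-score over 3 SD below the library mean, with starting fluorescence within 5 SD of its mean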;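 also: negative B-score means less thallium flux so channel inhibition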
Target sequence (Q9NPC2 whole entry, looked up, the tested form may be a part): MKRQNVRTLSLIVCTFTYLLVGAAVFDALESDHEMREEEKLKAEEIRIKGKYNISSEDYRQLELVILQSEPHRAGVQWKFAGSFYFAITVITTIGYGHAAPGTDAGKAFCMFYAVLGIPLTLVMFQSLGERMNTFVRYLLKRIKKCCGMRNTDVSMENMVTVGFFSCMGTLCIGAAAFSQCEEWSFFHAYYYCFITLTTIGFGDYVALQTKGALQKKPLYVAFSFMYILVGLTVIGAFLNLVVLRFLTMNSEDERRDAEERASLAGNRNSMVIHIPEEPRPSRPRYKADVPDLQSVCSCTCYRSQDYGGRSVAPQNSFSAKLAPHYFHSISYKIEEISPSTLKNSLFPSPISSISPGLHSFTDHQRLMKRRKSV
KCNQ1 block – blocks the human KCNQ1 potassium channel; P51787; CHO-K1 KCNQ1, FluxOR thallium flux fluorescence; hits give high values; B-score at 10 µM; actives 1.3% (n = 310,000);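 active = compounds whose thallium flux B-score, printed positive for inhibition, exceeds three library SD while starting fluorescence stays within three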;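 also: channel opened by potassium depolarization with thallium stimulus after 20 min compound exposure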
KCNK3 block – human KCNK3 channel inhibition, primary screen; O14649; CHO-KCNK3 thallium flux, FluxOR fluorescence; hits give low values; B-score at 10 µM; actives 0.84% (n = 340,000);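 active = B-score under library mean minus 4 SD, starting fluorescence ratio at most library mean plus 5 SD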;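 also: more negative B-score means stronger inhibition of thallium flux through KCNK3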
KCNQ1 act – potentiates or activates the human KCNQ1 potassium channel; P51787; CHO-K1 KCNQ1, thallium flux FluxOR fluorescence; hits give high values; B-score at 10 µM; actives 0.35% (n = 310,000);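 active = fluorescence ratio B-score, a plate-corrected score, at least three library SD, with initial intensity B-score within 5 SD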
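assay system = KCNQ1-transfected CHO-K1 cells | medium = assay buffer with matched DMSO | probe or stimulus = depolarizing K+/Tl+ stimulus, K2SO4 and Tl2SO4 each 12.5 mM in 5x stock | dosing = single dose | incubation = dye 90 min, compound 20 min, room temperature | detection = kinetic FluxOR fluorescence, 10 s baseline plus 110 s post-stimulus | evaluation = ratio B score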
* hit, by the source's call; i = inactive; . = not tested or not shown.

SMILES	DYRK1A inh	GSK3beta inhib	GSK3 alpha inh	RGS4 block	PolyA inhibitor	hERG protect	RGS4 pot	KCNK9 inh	KCNQ1 block	KCNK3 block	KCNQ1 act
CC(C)[C@H](NC(=O)Nc1ccc(S(N)(=O)=O)cc1)C(=O)O	1.0	0.3	1.1	i	i	-5.2	i	i	i	i	i
O=C(NC1CCCCCC1)C1c2ccccc2C(=O)N1C1CC1 (stereo not drawn)	6.1	2.9	-3.9	i	i	-1.7	i	i	i	i	i
O=C(Nn1c(=O)[nH]c2ccccc2c1=O)c1ccco1	-3.7	-0.9	0.2	i	i	-15.0	i	i	i	i	i
Cc1ccsc1C(=O)C1CCCN(Cc2cc(F)ccc2-n2cccn2)C1 (stereo not drawn)	10.4	1.0	-1.8	i	i	-10.6	i	i	i	i	i
CCn1ccnc1CN1CCC(n2nccc2NC(=O)c2ccccc2OC)CC1	4.9	2.9	0.2	i	i	-8.4	i	i	i	i	i
CC(/C=C/c1ccc2c(c1)OCO2)=N/NC(=O)C1COc2ccccc2O1 (stereo not drawn)	.	-0.4	-0.8	i	i	-4.2	i	i	i	.	i
O=C(CN1C(=O)/C(=C\c2cccs2)SC1=S)Nc1cccc(C(=O)O)c1	-3.0	2.1	-3.8	i	i	-10.2	i	i	i	i	i
CN1CCCN(C(=O)CC(c2ccccc2)c2ccccc2)CC1	-4.2	-4.4	.	i	i	-11.0	-8.11*	i	i	i	i
O=C(CSc1nnc(Nc2ccccc2)s1)Nc1cccc(S(=O)(=O)N2CCCCC2)c1	0.4	1.6	-0.2	i	i	-13.3	i	i	i	i	i
N#CCC(=O)c1sccc1-n1cccc1	16.7	1.4	-2.6	i	i	3.0	i	i	i	i	i
CCOC(=O)N1CCN(C(=O)C2CCN(c3nnc(-n4cccc4)s3)CC2)CC1	-2.7	0.2	-1.3	i	i	-10.2	i	i	i	i	i
CSc1ccc(N=Nc2c(C)[nH]n(C)c2=O)cc1	.	2.9	-0.3	i	i	-3.6	i	i	i	i	i
CCn1c(Cc2ccc(OC)cc2)nnc1SCC(=O)N1CCN(c2ccccc2)CC1	-3.4	-0.5	1.2	i	i	-9.1	i	i	i	i	i
C#CCOCCOCCOCCNc1nc(N2CCOCC2)nc(N2CCN(C(=O)[C@H](Cc3cc4ccccc4[nH]3)n3cc([C@@H](N)CC(C)C)nn3)CC2)n1	1.6	-1.4	-0.8	i	i	-9.6	i	i	i	i	i
CN=C(c1ccccc1)c1c(C)cccc1C	-6.0	0.7	0.5	i	i	-5.3	i	i	i	i	i
Cc1c(C(=O)NCC2COc3ccccc3O2)oc2ccc(S(=O)(=O)N3CC(C)CC(C)C3)cc12 (stereo not drawn)	4.5	-1.2	-0.9	i	i	-7.4	i	i	i	i	i
O=C(O)c1ccc(N2CCCCC2)cc1	-0.9	2.0	-4.1	i	i	-9.9	i	i	i	i	i
Cc1nnc(NC(=O)CCN2C(=O)/C(=C\c3ccccc3)SC2=S)s1	-1.5	0.1	-0.4	i	i	-6.5	i	i	i	i	i
O=C(CNS(=O)(=O)c1ccccc1)N1CCN(c2ccccc2)CC1	8.7	0.6	3.2	i	i	-5.8	i	i	i	i	i
O=C(Nc1cccc(Cl)c1Cl)C1CC(=O)N(c2ccc(Br)cc2)C1 (stereo not drawn)	-2.2	5.4	-0.8	i	i	-6.3	i	i	i	i	i
NNC(=O)c1nc[nH]c1C(=O)Nc1ccccc1[N+](=O)[O-]	2.9	-4.1	-2.8	i	i	-7.1	i	i	i	i	i
O=S(=O)(c1cccc(C(F)(F)F)c1)N1CCN(c2nnnn2-c2ccccc2)CC1	-4.5	-1.4	-2.9	i	i	-6.8	i	i	i	i	i
Cc1cc(N2CCN(C(=O)Nc3ccccc3C#N)CC2)c2ccccc2n1	3.8	-22.8	8.7	i	i	-7.8	i	i	i	i	i
Cc1ccn2cc(-c3cccc(S(=O)(=O)N4CC(C)OC(C)C4)c3)nc2c1 (stereo not drawn)	5.7	-2.5	-4.9	i	i	-11.1	i	i	i	i	i
N#Cc1c2n(c(=O)[nH]c1=O)CCCCC2	-1.4	-0.3	1.1	i	i	-4.1	i	i	i	i	i
COC(=O)c1sc(NC(=O)COc2ccccc2C)nc1C	0.4	1.7	-3.8	i	i	-9.6	i	i	i	i	i
O=[N+]([O-])c1cccnc1N1CCC(c2cc(-c3ccc(Cl)cc3Cl)n[nH]2)CC1	16.0	-8.2	-0.9	i	i	-12.1	i	i	i	i	i
CCOC(=O)c1sc(NC(=O)CCc2ccccc2)nc1C	0.4	.	-2.1	i	i	0.0	i	i	i	i	i
O=c1c(-c2ccccc2)c(O)nc(SCCN2CCOCC2)n1-c1ccccc1	-0.8	-4.1	-0.9	i	i	-3.5	i	i	i	i	i
O=C(O)CCCCCCCCc1cn(Cc2ccc(C(=O)c3ccccc3)cc2)nn1	.	-5.5	-1.3	i	i	-2.9	i	i	i	i	i
Cc1nc2ccc(S(=O)(=O)NCC(=O)N3CCc4ccccc43)cc2s1	-0.3	1.0	.	i	i	-1.7	i	i	i	i	i
CCOc1ccc(N(C(=O)c2snc(C(N)=O)c2N)C(C(=O)NC2CCCC2)C(C)C)cc1 (stereo not drawn)	6.5	-4.8	-0.2	i	i	-9.1	i	i	i	i	i
CCOC(=O)c1nn(-c2cccc(OC)c2)c(-c2ccccc2)c1C(=O)c1ccccc1	3.4	2.9	.	i	i	-7.0	i	-10.1*	i	-9.26*	i
COc1ccc(CCNC(=O)C(=O)NCC2OCCN2S(=O)(=O)c2ccc(OC)c(C)c2)cc1 (stereo not drawn)	-3.4	0.7	-1.3	i	i	-17.7	i	i	i	i	i
O=C(/C=C/Sc1ccccc1)c1ccccc1	2.9	-1.4	-2.0	i	i	-10.9	i	i	i	i	i
O=S(=O)(c1ccc2nc(COc3ccc(Cl)cc3Cl)[nH]c2c1)N1CCOCC1	-0.1	0.5	-0.6	i	i	-8.8	i	i	i	i	i
COc1cccc(-c2onc3ccc(C(=O)/C=C/N(C)C)cc23)c1	9.9	0.7	16.3	i	i	-4.8	i	i	i	i	i
CCOC(=O)C1=C(c2ccccc2)NC(N)=NC1c1ccc(OCc2ccc(C(=O)OC)cc2)cc1 (stereo not drawn)	0.3	-1.3	.	i	i	-19.8	-6.98*	i	i	i	i
COc1ccc(CCC(C)NC(=O)CCc2ccccc2)c(OC)c1 (stereo not drawn)	1.2	0.0	-2.0	i	i	-11.4	i	i	i	i	i
Cn1c(=NC(=O)c2ccco2)sc2ccccc21	6.0	1.0	0.3	i	i	-7.2	i	i	i	i	i
Cc1cc(C)c(-n2c(SCC(=O)N3CCOCC3)n[nH]c2=O)c(C)c1	10.3	-0.8	0.6	i	i	-1.4	i	i	i	i	i
CCCNC(=O)C1Cc2cc(S(=O)(=O)N3CCCC3)ccc2N1C(C)=O (stereo not drawn)	-2.7	0.7	4.1	i	i	-7.2	i	i	i	i	i
C#CCCOC(=O)N1C2=NC(C(=O)OC)=C(C(=O)OC)[C@@H]3N(CC=C)c4ccccc4[C@]23C[C@H]1C(=O)OC	2.5	-0.3	0.5	i	i	2.7	i	i	i	i	i
COc1cccc2cc(C(=O)CC3(O)C(=O)N(Cc4ccccc4)c4ccccc43)c(=O)oc12 (stereo not drawn)	5.5	-1.3	.	i	i	-8.9	i	i	i	i	i
O=c1[nH]c2ccccc2[nH]c1=O	-5.4	-5.6	-0.1	i	i	-4.5	i	i	i	i	i
CCOc1ccc(S(=O)(=O)Nc2cccc(C(=O)NCC(c3ccccc3)N(C)C)c2)cc1 (stereo not drawn)	3.5	1.8	.	i	i	-4.9	i	i	i	i	i
Cc1ccc(C(=O)N/C(=C\c2ccco2)C(=O)NC2CCS(=O)(=O)C2)cc1 (stereo not drawn)	-8.4	-1.2	-0.2	i	i	-4.1	i	i	i	i	i
CCN(C(=O)CSc1ncnc2sc(C)c(C)c12)C1CCS(=O)(=O)C1 (stereo not drawn)	.	-3.0	-0.7	i	i	-11.4	i	i	i	i	i
Cc1cccc(C(=O)Nc2nc(C)c(C(=O)Nc3ccc4c(c3)CCC4)s2)c1	-1.4	-0.3	-3.4	i	i	-12.8	i	i	i	i	i
CC(C)(C)N/C=C(\C#N)S(=O)(=O)c1ccc(Br)cc1	.	1.7	-0.3	i	i	-1.3	i	i	i	i	i
CNC(=O)c1ccccc1-c1cn(C)c2ccccc2c1=O	.	0.6	-0.6	i	i	-11.0	i	i	i	i	i
CC(C)(C)[C@H]1C=C(C(=O)NC2CC2)O[C@@H](OCCCCO)C1	-0.8	1.5	-1.0	i	i	-1.4	i	i	i	i	i
CCOc1ccccc1Nc1nc(-c2sc(NC(=O)c3ccco3)nc2C)cs1	17.0	-1.8	2.5	i	i	-29.4	i	i	i	i	i
Cc1ccccc1-c1nc(CN2CCC(C(=O)O)CC2)c(C)o1	6.5	2.7	-2.8	i	i	-4.8	i	i	i	i	i
CC(C)C(c1nnnn1Cc1ccccc1)N1CCN(Cc2ccco2)CC1 (stereo not drawn)	0.3	-0.9	5.2	i	i	-3.7	i	i	i	i	i
COc1cc(-c2nnc(COC(=O)c3nn(CC(C)C)c(=O)c4ccccc34)o2)cc(OC)c1OC	-2.5	8.2	-1.4	i	i	-11.3	i	i	i	i	i
COc1ccccc1C(=O)NC(=O)COC(=O)c1cc[n+]([O-])cc1	2.2	0.0	2.6	i	i	-15.5	i	i	i	i	i
CC(C)=C1C2C=CC1C(C(=O)Nc1cccc(C)c1)C2C(=O)O (stereo not drawn)	1.0	-6.2	-1.3	i	i	-2.1	i	i	i	i	i

Arranged by heavy-atom count (largest number first): 3 of the compounds above
SMILES	DYRK1A inh	GSK3beta inhib	GSK3 alpha inh	RGS4 block	PolyA inhibitor	hERG protect	RGS4 pot	KCNK9 inh	KCNQ1 block	KCNK3 block	KCNQ1 act
CCOc1ccccc1Nc1nc(-c2sc(NC(=O)c3ccco3)nc2C)cs1	17.0	-1.8	2.5	i	i	-29.4	i	i	i	i	i
COc1ccccc1C(=O)NC(=O)COC(=O)c1cc[n+]([O-])cc1	2.2	0.0	2.6	i	i	-15.5	i	i	i	i	i
Cc1ccccc1-c1nc(CN2CCC(C(=O)O)CC2)c(C)o1	6.5	2.7	-2.8	i	i	-4.8	i	i	i	i	i

The list is partial; the hit share may differ from the screen's.
